Screens: PubChem BioAssay, several laboratories
TRPC6 act – activators of mouse TRPC6 channel; B-score at 10 µM; HEK293-TRPC6 membrane potential dye fluorescence; stronger effect = higher value; 0.13% of 310,000 active; Q61143;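 active = B-score of the integrated fluorescence ratio above library mean plus 3 SD, and starting fluorescence ratio within library mean plus 5 SD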;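 also: higher score means more depolarization so channel activation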
TRPC4 block – blocks the mouse TRPC4 cation channel | HEK293 TRPC4beta/mu-opioid, DAMGO-evoked Fluo4 calcium flux; stronger effect = lower value | B-score at 10 µM | 0.39% of 300,000 active;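 active = B-score over 3 SD under the library average, no early fluorescence shift, positive overall ratio signal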
Target sequence (Q9QUQ5 whole entry, looked up): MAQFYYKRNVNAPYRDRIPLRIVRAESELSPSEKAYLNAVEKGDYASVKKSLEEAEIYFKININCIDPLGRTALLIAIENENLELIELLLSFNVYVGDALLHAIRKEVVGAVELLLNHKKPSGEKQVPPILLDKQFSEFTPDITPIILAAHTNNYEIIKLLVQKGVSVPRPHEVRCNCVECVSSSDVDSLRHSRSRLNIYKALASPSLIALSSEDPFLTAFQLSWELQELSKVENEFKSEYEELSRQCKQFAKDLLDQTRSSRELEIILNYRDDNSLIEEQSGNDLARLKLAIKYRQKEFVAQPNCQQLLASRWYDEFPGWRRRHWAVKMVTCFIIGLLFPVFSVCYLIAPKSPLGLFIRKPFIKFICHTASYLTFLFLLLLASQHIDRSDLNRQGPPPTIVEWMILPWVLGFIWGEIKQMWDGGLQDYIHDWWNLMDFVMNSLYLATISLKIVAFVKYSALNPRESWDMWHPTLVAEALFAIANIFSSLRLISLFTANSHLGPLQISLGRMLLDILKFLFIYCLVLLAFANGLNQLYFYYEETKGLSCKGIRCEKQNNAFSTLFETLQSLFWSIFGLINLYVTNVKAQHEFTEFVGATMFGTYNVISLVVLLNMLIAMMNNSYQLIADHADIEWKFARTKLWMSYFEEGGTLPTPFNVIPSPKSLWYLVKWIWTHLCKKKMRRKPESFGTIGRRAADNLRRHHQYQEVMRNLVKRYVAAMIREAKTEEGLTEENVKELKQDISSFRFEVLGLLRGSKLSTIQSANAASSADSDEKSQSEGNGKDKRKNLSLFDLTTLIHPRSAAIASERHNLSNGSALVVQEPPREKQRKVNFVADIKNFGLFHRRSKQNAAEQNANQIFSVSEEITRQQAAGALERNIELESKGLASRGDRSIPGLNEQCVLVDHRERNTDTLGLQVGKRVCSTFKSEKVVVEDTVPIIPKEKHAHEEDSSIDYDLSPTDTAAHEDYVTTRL
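Assay system: Stable TRPC4beta/mu-opioid receptor HEK293 cells | Reagent: DAMGO in two steps, submaximal then maximal | Compound dosing: Single concentration per test compound | Signal: Fluo4 Ca2+ flux fluorescence | Evaluation: Per-well B score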
HIF act – HIF pathway transcriptional activation; 0.32% of 300,000 active; AID 1910; activation, % at 7.5 µM (by protocol); U2OS HRE-luciferase reporter, luminescence; normalized: DMSO 0%, desferrioxamine 100%;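 active = mean activation of at least 10% of the iron chelator positive control signal, with at least half of replicates also reaching 10%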
PolyA inh – yeast polyadenylation inhibition. S. cerevisiae SKY197-pL101 polyadenylation reporter, beta-gal luminescence; efflux-impaired pdr1/pdr3 knockout yeast; score 100 = 6 SD above DMSO. calls only at 12 µM. 0.02% of 300,000 active;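 active = lowest replicate activity score at least 50, where 100 means six control SD above control mean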;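 also: yeast exposed to compound for 9 h at 30 °C; higher score means more reporter readthrough which indicates perturbed polyadenylation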
TRPC4 act – opens the mouse TRPC4 cation channel | 0.49% of 310,000 active | B-score at 10 µM | AID 2237 | Q9QUQ5 | HEK293 TRPC4beta/mu-opioid, Fluo4 calcium fluorescence; stronger effect = higher value;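 active = B-score above 5 SD of library B-scores, and initial fluorescence ratio not above library mean plus 5 SD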;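 also: positive B-score marks a calcium rise read as TRPC4 activation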
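Assay system: HEK293 stable line with TRPC4beta plus mu-opioid receptor. Times: dye 45 min RT, read 110 s. Measured by: kinetic Fluo4 calcium fluorescence. Measure: B score of integrated ratio. Controls: assay buffer as low control, maximal DAMGO as high control.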
MrgX1 PAM – allosterically activates human MrgX1 receptor signaling; MrgX1-HEK293, Fluo-4 calcium flux, FDSS; stronger effect = higher value; Q96LB2; B-score at 10 µM; 0.63% of 310,000 active;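 active = plate-corrected calcium response at least 3 library SD above typical, normal starting fluorescence, not activating the receptor alone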;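 also: compound read alongside a low EC10 to EC30 dose of BAM8-22 agonist; peak minus trough fluorescence over baseline measured at the second addition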
AI-2 QS mod – modulators of Vibrio harveyi AI-2 quorum sensing system; Vibrio harveyi JMH597 AI-2 luminescence/OD600 ratio, 9 h; stronger effect = lower value; strain lacks LuxN and CqsS sensors; 0 = neutral-control median; activity change, % at 7.5 µM; 0.4% of 300,000 active; AID 2094; in the data active = activity change below about -75%, passing the limit was not always enough;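 also: luminescence divided by OD600 gain over 9 h not by final OD600 alone; inactives centre near 13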
MrgX1 antagonist – blocks BAM8-22 activation of human MrgX1 receptor; Q96LB2; MRGX1-HEK293 calcium flux, Fluo-4, BAM8-22 antagonism; stronger effect = lower value; B-score at 10 µM; 1.3% of 310,000 active; AID 588676;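 active = calcium-response B-score plate-corrected more than 3 library SD below zero, starting fluorescence within 5 deviations, no agonist response on first addition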;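 also: peak minus trough fluorescence over baseline after final BAM8-22 challenge near maximal dose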
TRPC6 inh – mouse TRPC6 channel inhibition | Q61143 | B-score at 10 µM | AID 2553 | HEK293-TRPC6, membrane potential dye, ACh-evoked depolarization; stronger effect = lower value | 1.1% of 310,000 active;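 active = B-score under library mean minus 3 SD, initial fluorescence not abnormally high, positive integrated signal ratio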;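 also: B-score derived from integrated fluorescence ratio over the kinetic read; more negative B-score means stronger inhibition of depolarization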
MrgX1 ag – human MrgX1 receptor agonism, primary screen | B-score at 10 µM | Q96LB2 | 0.44% of 310,000 active | MrgX1-HEK293 cells, Fluo-4 calcium fluorescence, agonist mode; stronger effect = higher value;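 active = calcium response B-score plate-corrected fluorescence ratio at least 3 library SD, with starting fluorescence B-score inside 5 SD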
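Test system: HEK293 cells stably expressing human MrgX1 receptor; amount: 15,000 cells per well; doses: compound delivered in addition one of three; times: overnight plating before 1 h dye loading; detection: Fluo-4 NW calcium-flux fluorescence, kinetic read; read-out basis: B-scored fluorescence response ratio; controls: positive and negative controls per plate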
TRPC4 potent – allosteric potentiators of mouse TRPC4 channel | Q9QUQ5 | HEK293 TRPC4beta/mu-opioid, DAMGO EC20, Fluo-4 Ca2+ flux; stronger effect = higher value | B-score at 10 µM | 0.42% of 310,000 active | AID 2227;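 active = B-score of calcium response area above 5 SD of library B-scores, with initial fluorescence ratio within 5 SD of library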;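 also: B-score of integrated fluorescence ratio over time as area under calcium response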
* hit, by the source's call; i = inactive; · = no result given. Some of the compounds tested; the hit share may differ from the screen's.

SMILES	TRPC6 act	TRPC4 block	HIF act	PolyA inh	TRPC4 act	MrgX1 PAM	AI-2 QS mod	MrgX1 antagonist	TRPC6 inh	MrgX1 ag	TRPC4 potent
Cc1nn(C)c(C)c1CN(C)C(=O)CCCC(=O)O	i	i	-0.1	i	i	i	27.1	i	i	i	i
COc1ccccc1CNCc1ccc(OC)c(OC)c1OC	i	i	-0.2	i	i	i	15.0	i	i	i	i
Cc1csc2nc(SCC(=O)Nc3ccccc3F)[nH]c(=O)c12	i	i	0.4	i	i	i	0.0	i	i	i	i
c1ccc2c(c1)nc(N1CCOCC1)c1c3ccccc3[nH]c21	i	i	4.0	i	i	i	9.8	i	i	i	i
O=C(c1ccccc1)N1CCN(Cc2c[nH]c3ccccc23)CC1	i	i	-0.1	i	i	i	19.1	i	i	i	i
COc1ccc(N2CCN(CCCNC(=O)CCCn3c(=O)[nH]c4ccsc4c3=O)CC2)cc1	i	i	-0.5	i	i	i	17.8	i	i	i	i
CC(OC(=O)CCN=C1NS(=O)(=O)c2ccccc21)C(=O)c1ccccc1 (stereo not drawn)	i	i	-0.4	i	i	i	6.8	i	i	i	i
N#Cc1ccccc1Sc1ccccc1C(=O)Nc1ccc2ccccc2c1	i	i	-0.4	i	i	i	-5.9	i	i	i	i
CC(C)(C)c1cc(/C=N/NC(=O)C[n+]2ccccc2)cc(C(C)(C)C)c1O	i	i	1.2	i	i	i	17.2	i	i	i	i
Cc1ccc2ccccc2[n+]1CCCS(=O)(=O)[O-]	i	i	2.7	·	i	i	8.9	i	i	i	i
CCCC(=O)Nc1c2c(nn1-c1ccc(F)cc1)CS(=O)(=O)C2	i	i	-0.4	i	i	i	25.1	i	i	i	i
N#Cc1ccc(OCC(=O)Nc2cc(S(=O)(=O)N3CCOCC3)ccc2N2CCOCC2)cc1	i	i	0.0	i	i	i	28.8	i	i	i	i
COc1cc(C2Nn3c(nnc3-c3ccccc3OC)S2)ccc1O (stereo not drawn)	i	i	-0.5	i	i	i	17.0	i	i	i	i
O=C(O)CCCCCn1c(O)c(C=C2N=c3ccccc3=N2)sc1=S	i	i	0.6	i	i	i	29.0	i	i	i	i
NC(=O)CC(NC(=O)Cc1cccc2ccccc12)c1ccc(NCCN2CCCC2)c([N+](=O)[O-])c1 (stereo not drawn)	i	i	-0.4	i	i	i	7.4	i	i	i	i
Cc1ccccc1NC(=O)c1ccc(N/N=C/c2ccccc2O)c([N+](=O)[O-])c1	i	i	-0.1	i	i	i	18.6	i	i	i	i
CCCSc1nsc(NC(=O)c2cccnc2OCC)n1	i	i	0.7	i	i	i	-94.8*	i	i	i	i
CC1(c2nnc(-c3ccc(F)cc3)o2)CC(c2ccccc2)=NO1 (stereo not drawn)	i	i	0.0	i	i	i	14.1	i	i	i	i
COc1cccc(CNC(=O)c2ccc(CS(=O)(=O)Cc3ccc(C)cc3)o2)c1	i	i	-0.4	i	i	i	19.9	i	i	i	i
COc1ccc(CCC(=O)Nc2nc(-c3ccncc3)cs2)cc1	i	i	0.2	i	i	i	63.1	i	i	i	i
CC1CCc2sc(C(=O)NN)cc2C1 (stereo not drawn)	i	i	-2.0	i	i	i	22.1	i	i	i	i
COC(=O)c1c[nH]c(=O)c2ccccc12	i	i	-1.1	i	i	i	28.8	-5.73*	i	i	i
CC1CCN(C(=O)CSc2nnc(-c3ccco3)o2)CC1	i	i	0.9	i	i	i	19.3	i	i	i	i
Cc1ccc(C(=O)NC2CC(C)(C)NC(C)(C)C2)cc1S(=O)(=O)N1CCCCC1	i	i	-0.4	i	i	i	32.2	i	i	i	i
CCOC(=O)c1c(/N=C/C2=C(O)CC(C)(C)CC2=O)sc(C)c1C	i	i	·	i	i	i	15.6	i	i	i	i
Cc1cc(NC(=O)CSc2nc3cc(Cl)ccc3s2)no1	i	i	0.7	i	i	i	17.4	i	i	i	i
C=CCc1ccc(OCc2ccc(C(=O)O)o2)c(OC)c1	i	i	1.4	i	i	i	7.3	i	i	i	i
CCN1CCCC1CNC(=O)Cn1cccc1C(=O)c1ccccc1C (stereo not drawn)	i	i	-0.3	i	i	i	20.3	i	i	i	i
O=C(Nc1ncc2c(n1)-c1ccccc1CC2)c1ccccc1	i	i	1.1	i	i	i	2.4	i	i	i	i
COc1ccc(-n2cc(CNCC3CCOCC3)c(-c3cccc(F)c3)n2)cc1	i	i	-0.3	i	i	i	19.1	i	i	i	i
CC(C)(C)NCC(O)COc1ccccc1C(=O)CCc1ccccc1 (stereo not drawn)	i	i	0.0	i	i	i	6.3	i	i	i	i
Cc1onc(-c2ccccc2)c1C(=O)NCC1CCCO1 (stereo not drawn)	i	i	0.2	i	i	i	5.3	i	i	i	i
CSc1ccc(CNC(=O)C2Cc3cc(S(=O)(=O)N4CCCC4)ccc3N2C(C)=O)cc1 (stereo not drawn)	i	i	-0.3	i	i	i	33.6	i	i	i	i
COC(=O)c1cc(C(=O)Nc2cc(C)ccn2)cc([N+](=O)[O-])c1	i	i	0.6	i	i	i	7.0	i	i	i	i
O=C(N/N=C/c1ccccn1)c1ccc(NC(=O)c2ccccc2Cl)cc1	i	i	-0.2	i	i	i	37.6	i	i	i	i
COc1cc(NC(=O)C2C3CCC(O3)C2C(=O)O)cc(OC)c1 (stereo not drawn)	i	i	-1.2	i	i	i	27.3	i	i	i	i
O=C(CSc1nnc(-c2cccs2)n1-c1ccccc1)N1CCCc2ccccc21	i	i	0.3	i	i	i	20.9	i	i	i	i
CCOC(=O)C1(CC2CC2)CCN(S(=O)(=O)C[C@]23CC[C@H](CC2=O)C3(C)C)CC1	i	i	-0.2	i	i	i	18.5	i	i	i	i
O=C(Nc1ccc(S(=O)(=O)N2CCOCC2)cc1)C1COc2ccccc2O1 (stereo not drawn)	i	i	0.1	i	i	i	-0.8	i	i	i	i
COC(=O)c1ccsc1NC(=O)CN1CCN(c2ncccn2)CC1	i	i	-0.3	·	i	i	14.4	i	i	i	i

Part of the list above, as labelled records:
> CCOC(=O)C1(CC2CC2)CCN(S(=O)(=O)C[C@]23CC[C@H](CC2=O)C3(C)C)CC1
  TRPC6 act: i
  TRPC4 block: i
  HIF act: -0.2
  PolyA inh: i
  TRPC4 act: i
  MrgX1 PAM: i
  AI-2 QS mod: 18.5
  MrgX1 antagonist: i
  TRPC6 inh: i
  MrgX1 ag: i
  TRPC4 potent: i
> Cc1onc(-c2ccccc2)c1C(=O)NCC1CCCO1 (stereo not drawn)
  TRPC6 act: i
  TRPC4 block: i
  HIF act: 0.2
  PolyA inh: i
  TRPC4 act: i
  MrgX1 PAM: i
  AI-2 QS mod: 5.3
  MrgX1 antagonist: i
  TRPC6 inh: i
  MrgX1 ag: i
  TRPC4 potent: i

Next part:
SMILES	TRPC6 act	TRPC4 block	HIF act	PolyA inh	TRPC4 act	MrgX1 PAM	AI-2 QS mod	MrgX1 antagonist	TRPC6 inh	MrgX1 ag	TRPC4 potent
COc1cc(CNc2ccc3[nH]c(=O)[nH]c3c2)ccc1OCC(=O)NC(C)(C)C	i	i	-0.7	i	i	i	35.3	i	i	i	i
COC(c1ccc(Cl)cc1)(c1ccc(Cl)cc1)C(Oc1nccc(C)n1)C(=O)O (stereo not drawn)	i	i	0.3	i	i	i	15.1	i	i	i	i
CN1CC(=O)N(CC(=O)NCc2ccc(F)cc2)c2ccccc2C1=O	i	i	1.6	i	i	i	49.5	i	i	i	i
Cc1cccc(N2CCN(C(=O)N3CCOCC3)CC2)c1C	i	i	-0.3	i	i	i	15.2	i	i	i	i
CCN(CC)CC#CC(O)(c1ccccc1)c1ccccc1	i	i	0.4	i	i	i	5.7	i	-13.7*	i	i
O=C(N/N=C/c1ccc(Cl)cc1Cl)C(=O)NC1CC1	i	i	-0.1	i	i	i	17.7	i	i	i	i
CCC(=O)N1CCc2cc(Br)cc(S(=O)(=O)NCc3ccccc3OC)c21	i	i	-0.3	i	i	i	-0.8	i	i	i	i
Cc1cccc(Sc2nc(-c3ccccc3)ccc2C#N)c1	i	i	0.3	i	i	i	22.9	i	i	i	i
Cc1cccc(NC(=O)c2cc3c(=O)n4ccccc4nc3s2)c1	i	i	-7.4	i	i	i	23.1	i	i	i	i
O=C(Nc1ccc(OC(F)(F)F)cc1)Oc1ccccc1N1CCOCC1	i	i	-0.1	i	i	i	-57.7	i	i	i	i
Cc1ccc2cc(CCNC(=O)c3ccc(Br)o3)c(=O)[nH]c2c1	i	i	0.3	i	i	i	4.8	i	i	i	i
CC1(C)NC(=O)N(CC(=O)OCC(=O)c2ccc(F)cc2)C1=O	i	i	0.5	i	i	i	-3.9	i	i	i	i
N/C(=N\OC(=O)Cc1ccccc1[N+](=O)[O-])c1cccnc1	i	i	0.5	i	i	i	25.0	i	i	i	i
CCOC(=O)N1CCN(C(=O)COc2ccc(Br)cc2)CC1	i	i	0.0	i	i	i	20.9	i	i	i	i
COC(=O)c1ccc(NC(=O)C[n+]2ccccc2C)cc1	i	i	0.2	i	i	i	10.6	i	i	i	i
Cc1cc(NC(=O)C(C)SCC(=O)OC(C)C(=O)Nc2ccc(F)cc2Cl)no1 (stereo not drawn)	i	i	0.2	i	i	i	21.1	i	i	i	i
Cn1c(SCc2nc3ccccc3[nH]2)nnc1-c1cccs1	i	i	-0.1	i	i	i	11.8	i	i	i	i
O=C(NC(c1ccccc1)c1ccccc1)c1ccc(=O)[nH]n1	i	i	0.4	i	i	i	7.9	i	i	i	i
CCOc1ccc(NC(=O)Cn2nnc(C(=O)NCCc3ccc(OC)c(OC)c3)c2N)cc1	i	i	-0.3	i	i	i	29.3	i	i	i	i
O=C(CSc1nccn1-c1ccc(Cl)cc1)N1CCCc2ccccc21	i	i	0.0	i	i	i	4.8	i	i	i	i
O=C(NCc1ccc2c(c1)OCO2)c1ccc(N2CCCCCC2)c([N+](=O)[O-])c1	i	i	-0.2	i	i	i	16.9	i	i	i	i
COc1cc(S(=O)(=O)NCc2ccccc2Cl)ccc1-n1cnnn1	i	i	-0.8	i	i	i	2.1	i	i	i	i
CC1C(C(=O)Nc2ccccc2)CCCC1(C)C(=O)O (stereo not drawn)	i	i	0.4	i	i	i	16.3	i	i	i	i
